OX1R antag-1 = blocks the human orexin 1 receptor; O43613; CHO/OX1R cells, Fluo-8 calcium fluorescence, orexin A; inhibition, % at 5 µM; 330,000 compounds, 0.43% hits; AID 434989;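 active = inhibition above its plate's threshold, mean inhibition of all tested compounds on the plate plus 3 SD, cut at about 37% in these data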;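 note: 0% = orexin A challenge wells and 100% = SB-334867-A antagonist wells; not every result past the cut was called active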
Target sequence (O43613 whole entry, looked up): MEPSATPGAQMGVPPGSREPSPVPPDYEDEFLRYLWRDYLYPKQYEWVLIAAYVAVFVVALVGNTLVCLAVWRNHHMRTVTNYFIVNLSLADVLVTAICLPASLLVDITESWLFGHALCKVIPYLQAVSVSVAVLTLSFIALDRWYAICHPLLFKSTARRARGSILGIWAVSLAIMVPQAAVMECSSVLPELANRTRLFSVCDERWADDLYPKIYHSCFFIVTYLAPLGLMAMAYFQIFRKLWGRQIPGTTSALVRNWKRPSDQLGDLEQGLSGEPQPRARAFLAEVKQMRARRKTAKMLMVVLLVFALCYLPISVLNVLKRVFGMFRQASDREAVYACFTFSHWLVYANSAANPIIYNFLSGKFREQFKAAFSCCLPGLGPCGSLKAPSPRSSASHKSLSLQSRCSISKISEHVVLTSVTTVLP
STK33 inh = blocks human STK33 kinase activity. 320,000 compounds, 0.073% hits. purified STK33, MBP phosphorylation, ADP-Glo luminescence. inhibition, % at 10 µM. Q9BYT3;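 active = inhibition at or above 25%, using the most active replicate where run in duplicate; inactive = inhibition below 25%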
Target sequence (Q9BYT3 whole entry, looked up): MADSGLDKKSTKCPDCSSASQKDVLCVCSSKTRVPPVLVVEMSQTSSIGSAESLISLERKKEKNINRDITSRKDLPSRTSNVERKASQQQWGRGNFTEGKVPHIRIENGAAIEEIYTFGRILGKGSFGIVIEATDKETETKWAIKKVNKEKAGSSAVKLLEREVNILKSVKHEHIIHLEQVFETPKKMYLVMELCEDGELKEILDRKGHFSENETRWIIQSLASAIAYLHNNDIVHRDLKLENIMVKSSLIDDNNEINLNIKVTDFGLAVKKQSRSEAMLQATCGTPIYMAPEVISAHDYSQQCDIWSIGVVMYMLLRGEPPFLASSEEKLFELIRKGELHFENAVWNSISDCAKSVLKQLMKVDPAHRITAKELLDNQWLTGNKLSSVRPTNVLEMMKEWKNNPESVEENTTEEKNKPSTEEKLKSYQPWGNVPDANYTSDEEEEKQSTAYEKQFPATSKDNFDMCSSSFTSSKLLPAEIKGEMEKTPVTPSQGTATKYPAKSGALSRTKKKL
OX1R antag-2 = antagonists of human orexin 1 receptor (OX1R); 330,000 compounds, 1.8% hits; inhibition, % at 6.6 µM; OX1R-expressing cells, FRET antagonist read-out; AID 485270; in the data active = inhibition mostly above about 38%, no sharp cut-off; inactive = mostly below about 40%;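 note: 0% = agonist challenge alone and 100% = reference antagonist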
The depositor's hits bear a star; · = no result given.

SMILES	OX1R antag-1	STK33 inh	OX1R antag-2
COc1ccc(NC(=O)CC2CC3CCC2C3)cc1S(=O)(=O)N1CCOCC1 (stereo not drawn)	-15	0.5	11
O=C(Cc1cccs1)N1CCN(S(=O)(=O)c2cccc([N+](=O)[O-])c2)CC1	-4	-2.4	13
COc1ccc(OC)c(C2c3[nH]c4ccccc4c3C[C@H]3C(=O)N(CCCOC(C)C)CC(=O)N23)c1 (stereo partly drawn)	-37	-0.7	13
Cc1ccc(CN2CCNC(=O)C2CC(=O)N(C)C2CCCCC2)o1 (stereo not drawn)	-7	-0.3	16
CCOc1cc(CNc2ccc(O)cc2)ccc1OCc1ccc(Cl)cc1Cl	-14	-0.8	37
CCCCCCNCc1cccc(Br)c1	-19	-2.2	9
CN1CCN(c2ccc([N+](=O)[O-])cc2C(=O)c2ccc(Br)cc2)CC1	-28	0.2	15
CC(SC(=S)N(C)Cc1cccs1)C(=O)O (stereo not drawn)	-5	-1.3	4
O=C(Oc1ccc(Cl)c(Cl)c1)C1=CC=CN2CCS(=O)(=O)N=C12	9	-1.3	5
Nc1c(Sc2ccccc2)c(=O)[nH]c(=O)n1Cc1ccccc1	-21	0.9	20
COCCCN1C(=O)C(=O)/C(=C(/O)c2ccc(S(=O)(=O)N3CCOCC3)cc2)C1c1ccc(F)cc1 (stereo not drawn)	3	-1.0	23
COc1ccccc1NC(=O)C1=C(C)Nc2ncnn2C1c1ccccc1C (stereo not drawn)	-9	-0.6	7
O=C(c1csc(Nc2ccccc2Cl)n1)N1CCCC1	-12	0.3	6
Cc1sc(NC(=S)NC(=O)C(C)(C)C)c(C(N)=O)c1C	-19	0.6	28
Cc1ccc(S(=O)(=O)N2CCN(C(=O)CC(C)n3nc(C)c(Cl)c3C)CC2)cc1C (stereo not drawn)	-2	-1.6	21
Cc1cc(NC(=O)COc2cccc(C)c2C)no1	-9	-1.5	9
CCOc1ccc(-n2c(SCC(N)=O)nnc2-c2cccnc2)cc1	-27	-1.3	6
CCCCNC(=O)/C=C/c1cccs1	-18	-0.8	10
O=C1CS/C(=N/N=C2CCCC2)N1	-17	-2.3	5
CCCCCCn1c(=O)c(C(=O)N/N=C/c2cccc(F)c2)c(O)c2ccccc21	-7	·	16
COc1ccc(CC(=O)Nc2cc(Cl)ccc2C(=O)O)cc1	-9	1.4	22
O=C(NCc1ccccc1)C1CCN(S(=O)(=O)c2ccc(Cl)cc2)CC1	-8	-1.5	4
C[C@@H](C(=O)OCC(=O)c1ccccc1)N1C(=O)C2CCCCC2C1=O (stereo partly drawn)	-10	0.7	0
COc1ccc(-c2sc3ccc(OC)cc3c2-c2ccc(OC)c(F)c2)cc1	-21	-2.1	14
Cc1cccc(NC(=O)C2CCCN2C(=O)Oc2ccccc2)c1C (stereo not drawn)	34	-0.6	0
COCCn1c(Cc2ccccc2)nnc1SCC(=O)NC(C)(C)C	-6	-1.6	2
Cc1ccc(C(=O)N/C(=C/c2cccs2)C(=O)NCC2CCCO2)cc1 (stereo not drawn)	-25	0.3	33
Cc1ccc(CS(=O)(=O)CCC(=O)NCc2ccccc2Cl)cc1	-20	1.7	11
O=C(CCN1N=C(c2ccccc2)CCC1=O)NC1CCCC1	5	-0.4	9
O=C(Nc1c(-c2ccccc2)nc2sccn12)c1ccccc1	-9	-3.1	11
Cc1ccc(-c2cc(C(=O)NCC3CCCO3)c3ccccc3n2)cc1C (stereo not drawn)	-42	-1.8	6
CC(C)(CN1CCN(Cc2ccccc2)CC1)NS(=O)(=O)c1ccccc1	-24	2.3	5
C=CCNS(=O)(=O)c1sccc1/C=N/O	0	0.5	12
Nc1nonc1-n1nnc(C(=O)N/N=C/c2cccc(Cl)c2Cl)c1CN1CCCC1	-12	0.1	8
COc1ccc(/C=N/NC(=O)CSc2ccccn2)cc1OC	-10	-1.3	7
CCOC(=O)c1cnc2c(ccc3ccccc32)c1NCCN(C)C	-19	11	16
CN(C1CC(C)(C)N(O)C(C)(C)C1)S(=O)(=O)CC12CCC(CC1=O)C2(C)C (stereo not drawn)	-18	2.3	11
CCN(CC)S(=O)(=O)c1cccc(C(=O)N/N=C2\CC(=O)CC(C)(C)C2)c1	-3	-1.8	16
CC(C)(C)c1ccc(/C=C2\Oc3c(ccc(O)c3CN3CCN(CCO)CC3)C2=O)cc1	-8	2.5	17
CCOc1cccc(CNCCO)c1OCc1ccc(Cl)cc1Cl	-24	1.2	18
CCN1C(=NCC(C)C)N[C@@H](CCc2ccccc2)[C@H](C(=O)NCC(C)C)[C@H]1C	-3	-0.3	15
COc1cc(Cl)c(CN2CCCC(CO)(Cc3cccc(Cl)c3)C2)cc1OC (stereo not drawn)	-40	-0.1	19
CN(CC(=O)NC1CCCCC1)S(=O)(=O)c1cccc2nsnc12	-30	-0.3	95*
CCN1CCN(CC(=O)Nc2cc(S(=O)(=O)N3CCCCC3)ccc2Cl)CC1	-26	-1.6	7
CCOc1cc(C2NC(=O)c3ccccc3O2)ccc1OC(C)C (stereo not drawn)	-8	0.0	1
CSc1nc2c(c(=O)[nH]1)C(c1ccc(Br)cc1)CC(=O)N2 (stereo not drawn)	-28	-0.7	20
COc1ccc(CN2CCC(c3nc4ccc(Cl)cc4[nH]3)CC2)cc1	-29	-1.7	5
COc1ccc(N2CCN(C(=O)Cn3nnc(-c4ccc(OC)c(OC)c4)n3)CC2)cc1	-18	-0.4	12
Cc1cccc2sc(N(CCCN(C)C)C(=O)c3sc4ccccc4c3Cl)nc12	-19	1.4	2
CC(=O)c1sc(NCc2ccc(C)cc2)nc1C	-21	-2.9	15
O=c1[nH]c2cc3c(cc2cc1CN(Cc1cccnc1)Cc1nnnn1Cc1ccco1)OCCO3	-6	0.9	26
CCCS(=O)(=O)c1cnc(C2COc3ccccc3O2)nc1N (stereo not drawn)	-11	1.9	4
O=C(O/N=C\c1ccc(N2CCCCC2)c([N+](=O)[O-])c1)c1c(F)cccc1F	7	-1.9	14
CN1C(=O)c2ccc(NC(=O)C3CCCCC3)cc2C1=O	0	-1.1	8
C=C(C)CNC(=S)NNC(=O)CCn1c2cc(Cl)ccc2c2ccc(Cl)cc21	-12	-0.5	-3
Cc1cccc(C(=O)Nc2nnc(SCC(=O)NCc3ccco3)s2)c1	-26	-0.3	25
COc1ccc(OC)c(NC(=O)CN(c2ccc(C)cc2)S(=O)(=O)c2c(C)noc2C)c1	-5	-0.4	17
CC(C(=O)Nc1ccc2c(c1)OCCO2)c1ccc([N+](=O)[O-])cc1 (stereo not drawn)	25	-0.3	3
COc1ccc(OCc2cc(C(=O)N(C)CC3CCCCO3)no2)c(Cl)c1 (stereo not drawn)	-5	-0.6	-2
O=C(CSc1ncn[nH]1)Nc1ccc(S(=O)(=O)N2CCCC2)cc1	-5	-1.2	5

Exported with each value named: entries from further up
structure: COc1ccc(N2CCN(C(=O)Cn3nnc(-c4ccc(OC)c(OC)c4)n3)CC2)cc1
  OX1R antag-1: -18; STK33 inh: -0.4; OX1R antag-2: 12

structure: Cc1cccc2sc(N(CCCN(C)C)C(=O)c3sc4ccccc4c3Cl)nc12
  OX1R antag-1: -19; STK33 inh: 1.4; OX1R antag-2: 2

The listing continues.
SMILES	OX1R antag-1	STK33 inh	OX1R antag-2
COc1ccc(Cc2nnc(N/N=C/c3ccc(C)o3)[nH]c2=O)cc1	0	-0.5	16
CCc1cc(=O)oc2c(C)c(OC(C)C(=O)N3CCC[C@@H]3C(=O)O)ccc12 (stereo partly drawn)	-9	-2.1	2
O=C(c1ccco1)N1CCN(C(=O)c2ccccc2OCc2ccccc2)CC1	-7	-0.6	3
Cc1cccc(N2CCN(C(=O)CCn3c(=O)[nH]c4ccsc4c3=O)CC2C)c1 (stereo not drawn)	-14	-0.2	10
O=C(O)CCCCCNCc1c(Cl)cccc1Cl	-4	-0.8	5
COc1cccc(OC)c1Nc1nc(C)nc2c1nnn2Cc1ccccc1Cl	-25	2.0	21
CNC(=O)/C(C#N)=C/c1cccc(Oc2ccccc2)c1	-13	2.2	11
CCOc1ccc(N2C(=O)C(=O)/C(=C(/O)c3ccccc3)C2c2ccccc2[N+](=O)[O-])cc1 (stereo not drawn)	-20	0.2	10
COC(=O)c1c(-c2ccccc2)noc1C	-14	0.2	2
Cc1cc(C)nc(NC(=O)c2cccc([N+](=O)[O-])c2)c1	-18	-0.2	27
Cc1cccc(C(=O)N2CCCC(N3CCN(c4ccccc4F)CC3)C2)n1 (stereo not drawn)	5	-0.9	30
COc1cc(SC)ccc1C(=O)N(CC(=O)Nc1ccccc1Br)Cc1ccco1	-47	-3.0	22
CCCNS(=O)(=O)c1ccc2c(c1)n(C)c(=O)n2C	-18	-2.0	6
COc1cc(NC(=O)CCc2ccccc2)c(C(=O)O)cc1OC	-16	1.2	17
O=C1c2ccccc2S(=O)(=O)c2cc(N3CCOCC3)ccc21	-22	-0.4	56*
O=C(COC(=O)c1ccccc1OCC(=O)Nc1ccc(Br)cc1)Nc1ccccc1	-21	-0.7	0
S=C(NCc1ccco1)N1CCN(C/C=C/c2ccccc2)CC1	-18	·	12
O=C(CNC(=O)c1ccc(Br)o1)NCc1ccc(F)cc1	-16	-0.9	6
N#Cc1ccc(Nc2ccccc2)c(N)c1	-19	-0.2	26
O=C(Nc1ccc2nc3n(c(=O)c2c1)CCCCC3)C(=O)N1CCN(c2ccccc2F)CC1	-19	1.1	5
CCOc1cc(-c2nc(-c3ccccc3)c(-c3cc([N+](=O)[O-])ccc3C)[nH]2)ccc1O	5	0.4	13
CC1CC(c2ccccc2)=Nc2ccccc2N1 (stereo not drawn)	6	-0.5	-4
O=[N+]([O-])c1ccccc1SNc1ccc(Br)cn1	8	-3.5	21
Cc1cc(OCC(=O)Nc2ccc3c(c2)OCCO3)cc(C)c1Cl	-30	-1.4	23
c1ccc(-c2c[nH]c3[n+]2CCCCC3)cc1	-18	0.3	2
CCOc1ccc(C(=O)Nc2ncn[nH]2)cc1	-3	-1.9	5
COCCNC(=O)C(=O)Nc1cc2c3c(c1)CC(=O)N3CCC2	-19	-1.2	-3
CCC(CC)N1CCN(C(=O)c2cccc(Cl)c2)CC1	6	-0.2	3
C/C=C/COC(=O)c1[nH]c2c(c1C)C(=O)CC(c1ccc(N(C)C)cc1)C2 (stereo not drawn)	-7	-0.2	17
CC(NC(=O)c1ccc(CS(=O)(=O)c2ccc(Cl)cc2)o1)c1ccc2c(c1)OCCO2 (stereo not drawn)	-21	1.0	21

A different layout for part of the listing above:
OX1R antag-1	STK33 inh	OX1R antag-2	canonical_smiles
-19	1.1	5	O=C(Nc1ccc2nc3n(c(=O)c2c1)CCCCC3)C(=O)N1CCN(c2ccccc2F)CC1
5	0.4	13	CCOc1cc(-c2nc(-c3ccccc3)c(-c3cc([N+](=O)[O-])ccc3C)[nH]2)ccc1O
6	-0.5	-4	CC1CC(c2ccccc2)=Nc2ccccc2N1 (stereo not drawn)
8	-3.5	21	O=[N+]([O-])c1ccccc1SNc1ccc(Br)cn1

Following part.
SMILES	OX1R antag-1	STK33 inh	OX1R antag-2
O=C(Nc1ccc(C(F)(F)F)cc1)C1CC(=O)N(c2ccc3c(c2)OCCO3)C1 (stereo not drawn)	-5	1.8	8
NNC(=S)Nc1c(F)cc(F)cc1Br	-23	-0.9	19
CCN(CC)S(=O)(=O)c1ccc(N2CCOCC2)c(NC(=O)c2cc3ccccc3oc2=O)c1	-24	-0.1	13
O=C(OCc1ccccc1)N1CCCC1/C=C/CN1CCOCC1 (stereo not drawn)	-15	0.4	6
COc1c2ccoc2c(OCC=C(C)C)c2oc(=O)ccc12	-37	-0.7	29
Cc1ccc(S(=O)(=O)N2CCN(C(=O)c3c(-c4ccccc4)noc3C)CC2)cc1C	-21	-1.4	15
Cc1ccc(S(=O)(=O)CCC(=O)OC(C)C(=O)Nc2ccc(N3CCOCC3)cc2)cc1 (stereo not drawn)	-3	0.1	10
CSc1cccc(NS(=O)(=O)c2ccc(C(C)=O)cc2)c1	-5	-1.7	26
CCOc1ccccc1N(C)C(=O)c1cn(C)c(=O)c2ccccc12	-20	-0.4	5
COc1ccccc1N1CCN(C2CCCN(C(=O)C3=NN(C)C(=O)CC3)C2)CC1 (stereo not drawn)	-19	-0.9	9
CC(C)N(NC(=O)c1cccc2ccccc12)C(C)C	-9	-1.6	31
Cc1ccc(CC(=O)N2CCN(c3ccc([N+](=O)[O-])cc3)CC2)cc1	-8	-1.2	35

Filtered by structure: those above with a tert-butyl group (3)
SMILES	OX1R antag-1	STK33 inh	OX1R antag-2
Cc1sc(NC(=S)NC(=O)C(C)(C)C)c(C(N)=O)c1C	-19	0.6	28
COCCn1c(Cc2ccccc2)nnc1SCC(=O)NC(C)(C)C	-6	-1.6	2
CC(C)(C)c1ccc(/C=C2\Oc3c(ccc(O)c3CN3CCN(CCO)CC3)C2=O)cc1	-8	2.5	17

Screening results: PubChem, several laboratories
